Screening data (PubChem BioAssay)
GLP-1R agonist = activates the human GLP-1 receptor. P43220. HEK293 GLP-1R CRE-luciferase, luminescence, 4-6 h; cells express a hypersensitive GLP-1R form. Potency, µM (titrated, usually from 45.6 µM), without a hit: at the highest dose activation, actives largely listed as activators. 380,000 tested, 0.007% active. AID 624172; note: potency is the fitted concentration of half-maximal effect; % of control where 0% means no effect
Target sequence (P43220 whole entry, looked up): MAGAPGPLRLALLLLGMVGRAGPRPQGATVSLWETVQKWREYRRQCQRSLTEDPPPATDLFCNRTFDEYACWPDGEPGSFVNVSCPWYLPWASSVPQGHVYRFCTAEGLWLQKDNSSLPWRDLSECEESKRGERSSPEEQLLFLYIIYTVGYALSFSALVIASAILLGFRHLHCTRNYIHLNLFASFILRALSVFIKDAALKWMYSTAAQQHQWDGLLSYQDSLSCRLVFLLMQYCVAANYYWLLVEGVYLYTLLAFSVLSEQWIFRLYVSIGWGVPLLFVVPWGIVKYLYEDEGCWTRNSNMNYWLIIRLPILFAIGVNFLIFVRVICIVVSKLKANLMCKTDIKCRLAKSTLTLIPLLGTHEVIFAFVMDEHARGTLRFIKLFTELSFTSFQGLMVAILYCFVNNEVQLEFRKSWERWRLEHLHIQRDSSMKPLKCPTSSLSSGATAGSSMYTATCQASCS
PTHR1 ag = activates the human parathyroid hormone receptor PTHR1; 410,000 tested, 0.075% active; AID 743266; Q03431; HEK293 GP2 PTHR1 cells, GloSensor cAMP luminescence, 1 h; Potency, µM (doses to about 115 µM), inactives show top-dose activation, most hits filed as activators; note: potency is the fitted concentration of half-maximal effect; nearly all actives have a fitted effect of over 55% in size; some results filed as inactive show a strong effect at the top dose; inactives centre near -15; many of its hits are not listed in these tables
Target sequence (Q03431 whole entry, looked up): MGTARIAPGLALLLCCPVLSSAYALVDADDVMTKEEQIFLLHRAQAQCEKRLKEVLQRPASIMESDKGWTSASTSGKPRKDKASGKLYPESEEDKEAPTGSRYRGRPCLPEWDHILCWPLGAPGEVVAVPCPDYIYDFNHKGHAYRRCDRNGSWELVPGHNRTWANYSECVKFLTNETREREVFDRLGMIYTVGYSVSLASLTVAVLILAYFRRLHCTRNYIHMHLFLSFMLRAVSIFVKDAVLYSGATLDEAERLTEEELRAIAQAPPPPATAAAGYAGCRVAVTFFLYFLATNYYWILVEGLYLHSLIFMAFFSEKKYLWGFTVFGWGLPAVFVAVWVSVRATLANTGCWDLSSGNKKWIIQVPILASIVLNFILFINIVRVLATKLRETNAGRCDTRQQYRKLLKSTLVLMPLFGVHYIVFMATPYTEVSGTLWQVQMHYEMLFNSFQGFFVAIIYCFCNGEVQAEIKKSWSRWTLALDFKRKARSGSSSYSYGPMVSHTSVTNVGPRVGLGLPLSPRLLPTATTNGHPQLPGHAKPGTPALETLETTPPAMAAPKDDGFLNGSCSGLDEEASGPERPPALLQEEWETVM
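HEK-293-derived GP2 cells expressing PTHR1 and a GloSensor cAMP reporter, 3,000/well, plated overnight, given luciferin plus IBMX (each 0.5 mM as added) for 1 h at 37 °C, then compound for 1 h at 37 °C. Luminescence was read after 15 min at room temperature.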
DRD3 antagonist = D3 dopamine receptor (human) antagonism; 360,000 tested, 2.5% active; max response, negative = inhibition, %; P35462; AID 652054; D3R cells, DiscoveRx beta-arrestin luminescence, antagonist mode; active compounds read low; in the data active = max response below about -50%; inconclusive = no clear call, values can overlap the other calls; note: % is set by controls: 0 for no effect and ±100 for the full control effect; mostly tested at two doses, the higher about 12 µM
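Cells expressing the human receptor were seeded at 1500 cells/well, incubated overnight at 37 degrees C in 5% CO2, then exposed to library compounds with dopamine controls for 90 minutes at 37 degrees C before luminescent detection.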
GLP1R inv ag = GLP-1 receptor (human) inverse agonism. P43220. HEK293 GLP-1R CRE-luciferase, luminescence, 24 h; GLP-1R form is constitutively active. Potency, µM (titrated, usually from 38.3 µM), without a hit: at the highest dose activity change, negative = inhibition, actives largely listed as inhibitors. 410,000 tested, 1.6% active. AID 624417; note: potency is the fitted concentration of half-maximal effect; % is set by controls: 0 for no effect and ±100 for the full control effect; nearly all actives have a fitted effect of over 55% in size
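Inverse agonists were sought by their lowering of basal cAMP reporter luciferase output in HEK293 cells stably carrying constitutively active human GLP-1R, after 24 h compound treatment.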
TDP-43 yeast inh = rescues yeast growth from TDP-43 toxicity | AID 652104 | TDP-43 expressing yeast growth rescue, BacTiter-Glo, 24 h | 410,000 tested, 1.8% active | Potency, µM (highest dose often 46.1 µM), for the others: top-dose growth rescue (activation), most hits filed as activators; note: potency is the fitted concentration of half-maximal effect; % of control where 0% means no effect; nearly all actives have a fitted effect of over 50% in size
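Growth rescue of TDP-43-toxic yeast measured as ATP luminescence (BacTiter-Glo). Cells grown to mid-log in raffinose, induced in galactose at OD600=0.02, exposed to compound 24 hr at 30 deg C.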
FUS suppressor = suppressors of FUS proteinopathy in yeast; Potency, µM (titrated, usually from 76.6 µM), inactives show at the highest dose growth rescue (activation), hits mostly activators; 390,000 tested, 0.24% active; AID 1347120; S. cerevisiae FUS-expressing, growth rescue, OD600, 24 h;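 note: potency is the fitted concentration of half-maximal effect; plate controls were DMSO vehicle for no effect and reference control for full effect; nearly all actives have a fitted effect of over 55% in size; some results filed as inactive show a strong effect at the top dose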
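Galactose (2%) drives FUS expression in yeast precultured in raffinose; seeding density OD 0.005. Test compounds incubated 24hr at 30C and 99% humidity before absorbance at 600 nm was measured.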
aSyn yeast inh = inhibitors of alpha-synuclein toxicity in yeast; Potency, µM (highest dose often 46.1 µM), for the others: top-dose growth rescue (activation), usual class: activators; Yeast expressing alpha-synuclein, growth rescue, BacTiter-Glo, 24 h; AID 652106; 370,000 tested, 0.14% active; note: potency is the fitted concentration of half-maximal effect; % of control where 0% means no effect; nearly all actives have a fitted effect of over 65% in size
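Readout is rescue of growth in alpha-synuclein-expressing yeast, so inhibitors of toxicity appear as activators. Growth after 24 hr at 30 deg C in galactose medium is quantified by luminescence.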
pAkt inh = inhibitors of Akt phosphorylation | Neuro2A IGF-stimulated pAkt S473 HTRF, 20 min; active compounds read low | activity change, % for hits at 50 µM | 360,000 tested, 0.32% active; in the data active = activity change below about -80%; inconclusive = mostly about -51% to -80%; note: % is set by controls: 0 for no effect and ±100 for the full control effect
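Neuro2A cells in DMEM with 0.5% FBS, overnight at 37 deg C, given compound at single 50 µM final, then IGF (6 nM final) for 20 min at 37 deg C. Lysed; phospho-Akt Ser473 by HTRF after 24 h, 665/615 ratio.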
Abeta rescue = compounds reversing amyloid beta toxicity in yeast. yeast expressing A-beta42, growth rescue, OD600, 48 h; response scale: 0% DMSO, 100% iron-clioquinol control. Potency, µM (series often up to 46.1 µM), inactives show top-dose growth rescue, most hits filed as activators. 410,000 tested, 0.063% active; note: potency is the fitted concentration of half-maximal effect; nearly all actives have a fitted effect of over 55% in size
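Growth rescue measured by 600 nm absorbance after 48 h yeast culture at 30 C with compound. Values normalized between DMSO and an equimolar ferric chloride plus clioquinol control.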
* marks the source's active call; other numbers are inactive results; i = inactive; ? = inconclusive; . = not tested or not shown; & = joins results of further samples; [ ] = remark or other dose. Unless noted, calls come from the whole dose curve; as a rule, active = well fitted curve in the direction sought with a large enough effect; inconclusive = small, poorly fitted or top-dose-only effect, or another doubt; inactive = no such curve, though single readings can be large; an effect the other way counts as inactive or inconclusive.

Below each compound – GLP-1R agonist	PTHR1 ag	DRD3 antagonist	GLP1R inv ag	TDP-43 yeast inh	FUS suppressor	aSyn yeast inh	pAkt inh	Abeta rescue
- COc1ccc(NC(=O)CCCNC(=O)Cn2cnc3sc(C)c(C)c3c2=O)cc1OC
 : -3%	-8%	-1	5%	-19%	39%	1%	i	-7%
- Cc1ccc(-c2nnn(CC(=O)Nc3cccc4c3CCCC4)n2)o1
 : 1%	i	15	0%	-2%	16%	4%	i	17%
- CCCCn1c(N)c(N(CC)C(=O)c2ccc(Cl)c([N+](=O)[O-])c2)c(=O)[nH]c1=O
 : 3%	i	5	2%	8%	1%	2%	i	-7%
- O=C(NCCc1ccc(Cl)cc1)c1ccc2nc(CCc3ccccc3)oc2c1
 : .	-6%	.	1%	12%	-8%	.	.	7%
- O=C(CSc1ccc2ccccc2n1)N/N=C/c1ccccc1O
 : 12%	-6%	44	-39%	10%	-7%	5%	i	5%
- CCCCn1c(SCC(=O)c2c(N)n(C3CC3)c(=O)[nH]c2=O)nc2cc(S(N)(=O)=O)ccc21
 : -1%	i	-19	32%	25%	-3%	-1%	i	-1%
- COc1cccc(N2CCN(S(=O)(=O)c3cc(-c4cc(C)no4)ccc3C)CC2)c1
 : .	-34%[inhibitor]	.	10%	-1%	1%	.	.	-16%
- S=c1[nH]nc(-c2cc(-c3ccccc3)n[nH]2)n1/N=C/c1ccccc1
 : -2%	i	-27	147%[activator]	3%	15%	-4%	i	0%
- O=C1NCC(Nc2ccc(Cl)cc2)C(=O)N1 (configuration not stated)
 : 7%	i	4	22%	-7%	-14%	0%	i	-2%
- CN(/C(=N/S(=O)(=O)c1cccs1)c1ccccc1)c1ccccc1
 : 4%	20%	34	?	-2%	19%	13%	i	3%
- Cc1cc(=O)n2nc(N3CCC(C(=O)NCc4ccc(F)cc4)CC3)sc2n1
 : 0%	i	-8	2%&-9%	-3%&16%	12%&16%	1%	i	10%&-5%
- CCC(=O)OC1CSc2nc3ccccc3n2C1 (configuration not stated)
 : -4%	i	23	0%	?	16%	3%	i	-1%
- COc1ccc(-c2[nH]ncc2CN2CCCC2c2nonc2C)c(F)c1 (configuration not stated)
 : -1%	i	-2	-13%[7.66 µM]	4%	4%	-2%	i	-2%
- CCOC(=O)N1CCN(C(=O)C2CCN(S(=O)(=O)c3cc(Cl)ccc3Cl)CC2)CC1
 : -11%	i	-6	5%	11µM*	?	15%	i	20%
- COc1ccc(S(=O)(=O)N2CCN(c3ccccc3F)CC2)cc1-c1noc(C)n1
 : .	i	.	-73%	0%	-2%	0%	.	-1%
- COc1cc(C(=O)c2ccc3c(c2)OCO3)cc(OC)c1OC
 : 14%	-5%	35	?	-22%	5%	-2%	i	-6%
- Cc1ccc(NC(=O)COC(=O)C2CSC3(C)CCC(=O)N23)cc1S(=O)(=O)N1CCOCC1 (configuration not stated)
 : -1%	-3%	10	9%	-6%	11%	-1%	i	-3%
- CCC(=O)c1ccccc1OCCSc1nc(C)cc(=O)[nH]1
 : 10%	-4%	6	2%	-6%	15%	-4%	i	7%
- Cc1ccc(/C=C/C(=O)c2c(C)nc3ccccn23)cc1
 : -15%	-16%[57.5 µM]	25	0%	?	32%	-6%	i	-46%[inhibitor]
- COc1ccc(NC(=O)c2ccc(-c3nn(C)c(=O)c4ccccc34)cc2)cc1
 : 0%	-22%	10	-2%[7.66 µM]	9%	6%	-1%	i	10%
- CC(Sc1nnnn1C1CCCC1)C(=O)Nc1cccc(S(=O)(=O)N2CCOCC2)c1 (configuration not stated)
 : 1%	i	16	-19%	-10%	.	3%	i	0%
- C/C=C\C(=O)Nc1cccc(C2=NOC3(C2)C[C@@H](C(N)=O)N(C(=O)C2(C)CC2)C3)c1 (some centres not stated)
 : 5%	i	-5	9%	-3%	-13%	4%	i	6%
- O=C1NC2(Nc3ccccc31)C(=O)Nc1ccc(Br)cc12 (configuration not stated)
 : 10%	i	-7	-16%	5%	-20%	1%	i	-12%
- COc1ccc(Cl)cc1NC(=O)NCc1noc2ccccc12
 : .	-78%[inhibitor]	.	?	15%	-8%	.	.	?
- O=C(Cn1cccc1)Nc1ccc(OC(F)(F)F)cc1
 : -5%	-7%	4	0%	-9%	4%	-1%	i	7%
- O=C(COC(=O)/C=C/c1cccc(Br)c1)NCCC1=CCCCC1
 : 0%	i	-13	0%	0%	-4%	-7%	i	9%
- COc1ccc(C(=O)NCCCC2CCCC2)cc1OC1CCN(C(C)C)CC1
 : -2%	-7%	-17	?	17%	-1%	0%	i	2%
- COc1ccc(-n2cnc3c(N)nc(N)nc32)cc1
 : 21%	i	-19	72%[activator]	24%	-10%	3%	i	-12%
- c1ccc(Cc2nnc3n2CCCCC3)cc1
 : -2%	i	0	2%	-3%	24%	0%	i	5%
- O=C(COC(=O)c1ccc([N+](=O)[O-])s1)NNC(=O)c1ccccc1
 : -7%	-20%	?	4%	?	-8%	0%	i	-5%

One compound at a time, as listed above.
Entry for Cc1cc(=O)n2nc(N3CCC(C(=O)NCc4ccc(F)cc4)CC3)sc2n1 = GLP-1R agonist = 0%; PTHR1 ag = i; DRD3 antagonist = -8; GLP1R inv ag = 2%&-9%; TDP-43 yeast inh = -3%&16%; FUS suppressor = 12%&16%; aSyn yeast inh = 1%; pAkt inh = i; Abeta rescue = 10%&-5%
Entry for COc1ccc(-n2cnc3c(N)nc(N)nc32)cc1 = GLP-1R agonist = 21%; PTHR1 ag = i; DRD3 antagonist = -19; GLP1R inv ag = 72%[activator]; TDP-43 yeast inh = 24%; FUS suppressor = -10%; aSyn yeast inh = 3%; pAkt inh = i; Abeta rescue = -12%

Following part.
Below each compound – GLP-1R agonist	PTHR1 ag	DRD3 antagonist	GLP1R inv ag	TDP-43 yeast inh	FUS suppressor	aSyn yeast inh	pAkt inh	Abeta rescue
- Cc1ccc(OCC(=O)NN2C(=O)c3ccccc3C2=O)c(C)c1
 : 11%	-33%[inhibitor][57.5 µM]	-5	9%	0%	8%	1%	i	-15%
- CCOc1ccc(N(C(C)C(=O)Nc2ccc(OC)cc2)S(C)(=O)=O)cc1 (configuration not stated)
 : -1%	-19%[57.5 µM]	8	3%	-1%	10%	11%	i	7%
- COc1cc(OC)cc(C(=O)NCC(=O)OC2CCCCC2=O)c1 (configuration not stated)
 : -5%	i	-7	-6%	4%	5%	-5%[1.84 µM]	i	4%
- Cc1cc(/N=C/N(C)C)on1
 : 1%	-5%[57.5 µM]	12	0%	-3%	9%	2%	.	18%
- Clc1cccc(Nc2ncnc3c2nc2n3CCCCC2)c1
 : .	-34%[inhibitor]	.	?	16µM*	3%	.	.	15%
- Cc1ccnc(SCC(=O)Nc2c(C)n(C)n(-c3ccccc3)c2=O)n1
 : -1%	-51%[inhibitor][57.5 µM]	2	-12%	2%	6%	0%	i	2%
- CCOc1ccc(C(=O)OCC(=O)c2c(N)n(C)c(=O)n(C)c2=O)cc1OCC
 : 10%	16%[57.5 µM]	21	9%	-9%	2%	1%	i	1%
- CCOC(=O)c1c(NC(=O)COC)sc2c1CCCC2
 : 26%	1%[57.5 µM]	25	0%	17%	31%	5%	i	-1%
- O=C(NC1CC1)c1ccc(CSCc2ccc(Cl)cc2)o1
 : 13%	-50%[inhibitor]	-9	?	14%	0%	4%	i	8%
- CSc1ccc(CN2CCC(C(=O)NCc3ccc(C)cc3)CC2)cc1
 : -4%	-3%	?	?	-13%	2%	14%	i	-27%
- COc1ccc(/C=C/c2noc(-c3ccccc3OC(C)=O)n2)cc1
 : -3%	-26%	-5	?	-14%	24%	-15%	i	-8%
- N#Cc1c(-c2cccc(Br)c2)cc(-c2cccnc2)nc1N
 : 13%	-86%[inhibitor]	19	10%	?	.	-1%	i	13%
- CCN(C(=O)c1cc(Cl)ccc1Cl)C1CCS(=O)(=O)C1 (configuration not stated)
 : 8%	i	1	36%[activator]	1%	1%	1%	i	-6%
- CN(C(=O)c1ccccc1Cl)c1ccccc1C(=O)NCc1ccccc1
 : 10%	-21%	1	-16%	13%	0%	0%	i	1%
- CCC(=O)c1ccc(OCC(=O)OCC(=O)N(CCC#N)c2ccc3c(c2)OCCO3)cc1
 : 4%	-31%[inhibitor]	37	4%	-11%	6%	7%	i	4%
- CCOC(=O)c1c(NC(=O)CN2CCN(c3ccc(Cl)cc3)CC2)sc(C)c1C
 : 6%	-3%[57.5 µM]	20	4%	-20%	0%	2%	i	5%
- CCCN(C(=O)CCc1nc(-c2ccccc2F)no1)c1ccc(CC)cc1
 : .	-26%	.	?	-12%	39%	.	.	15%
- CC1CCN(C(=O)C2CCN(CC(C)c3ccccc3)CC2)CC1 (configuration not stated)
 : 4%	-7%[57.5 µM]	-11	-16%	-6%	5%	6%	i	-10%
- O=C(COc1ccc(Cl)cc1Cl)NCC(=O)N/N=C/c1c[nH]c2ccccc12
 : -3%	-17%	9	-21%	17%	4%	-1%	i	-5%
- O=C(COc1nc2ccccc2nc1N1CCOCC1)N1CCc2ccccc21
 : -2%	15%	-10	-14%	-6%	2%	0%	i	9%
- Cc1ccc(CNC(=O)c2cc(=O)c3ccccc3o2)cc1
 : 11%	-14%	10	-4%	14%	6%	-7%	i	?

Exported as labelled records: two of the compounds above.
CCOc1ccc(C(=O)OCC(=O)c2c(N)n(C)c(=O)n(C)c2=O)cc1OCC
- GLP-1R agonist: 10%
- PTHR1 ag: 16%[57.5 µM]
- DRD3 antagonist: 21
- GLP1R inv ag: 9%
- TDP-43 yeast inh: -9%
- FUS suppressor: 2%
- aSyn yeast inh: 1%
- pAkt inh: i
- Abeta rescue: 1%

CCOC(=O)c1c(NC(=O)COC)sc2c1CCCC2
- GLP-1R agonist: 26%
- PTHR1 ag: 1%[57.5 µM]
- DRD3 antagonist: 25
- GLP1R inv ag: 0%
- TDP-43 yeast inh: 17%
- FUS suppressor: 31%
- aSyn yeast inh: 5%
- pAkt inh: i
- Abeta rescue: -1%

Some of the compounds tested; rates above refer to the full screens.
